TRPML3 agonist: activates the human TRPML3 channel. 220,000 compounds, 0.29% hits. activation, % at 3 µM. Q8TDD5. HEK293 TRPML3-YFP, Fluo-8 calcium fluorescence; 100% = the carbachol control signal;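 active = activation above its plate's cutoff, the mean activation of the plate's test wells plus 3 SD, cut at about 12% in these data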;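 also: 0% = DMSO only wells and 100% = carbachol wells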
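Test system: TRPML3-YFP stable HEK293 cells. Doses: single point at 3 µM. Incubation: dye loading 1 h 37 °C then 30 min ambient, 125 s read. Signal: Fluo-8 calcium dye fluorescence, ex 470-495, em 515-575 nm. Measure: percent activation from peak-to-basal fluorescence ratio, scaled between DMSO and carbachol.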
TbHK1 inh: blocks Trypanosoma brucei hexokinase 1 activity; recombinant TbHK1, G6PDH-coupled NADH A340; inhibition, % at 10 µM; 220,000 compounds, 0.11% hits;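 active = inhibition of 50% or more in the single-dose primary screen; inactive = inhibition below 50%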
zfTRPN1 agonist: zebrafish TRPN1 (NompC) channel agonism. HEK293 zebrafish TRPN1-YFP, Fluo-8 calcium fluorescence; 100% = response to 87 µM carbachol. 220,000 compounds, 0.18% hits. activation, % at 3 µM. AID 1424;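 active = activation above its plate's cutoff, the mean activation of test wells on that plate plus 3 SD, cut at about 19% in these data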;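 also: 0% = DMSO alone and 100% = 87 µM carbachol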
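Assay system: Zebrafish TRPN1-YFP in HEK293 cells | Incubation: Dye loading 1 h at 37 °C, then 30 min room temperature | Measured by: Kinetic Fluo-8 fluorescence, ex 470-495, em 515-575 nm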
PPC-1+TRAIL kill: PPC-1 cancer cell killing with TRAIL present. PPC-1 cells + TRAIL, ATPLite viability luminescence. 220,000 compounds, 0.41% hits. cell killing (% activity), % at 4 µM. AID 1443;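 active = cell killing above 50% in the first pass at 4 µM, then a duplicate retest at 5 µM averaging 50% or more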;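 also: plate controls were cells with TRAIL plus DMSO for no effect and medium-only wells lacking cells for full effect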
Calpain2 inh: inhibitors of pig calpain II | purified calpain II, fluorogenic peptide substrate, 30 min | inhibition, % at 16 µM | 220,000 compounds, 0.37% hits | AID 1236;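 active = inhibition above about 50%, limit read from the data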
Thrombin inh: inhibitors of human thrombin; P00734; alpha-thrombin, Boc-VPR-AMC fluorogenic substrate cleavage; inhibition, % at 5 µM; 220,000 compounds, 0.26% hits;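 active = inhibition at or above 40%; inactive = inhibition below 40%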;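 also: 0% = enzyme with no compound and 100% = wells without enzyme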
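Assay system: human alpha-thrombin enzyme. Reagent: Boc-VPR-AMC substrate, 15 µM final. Compound dosing: one concentration per compound, 5 µM, with 0.2% DMSO. Incubation: room-temperature reaction. Technique: AMC fluorescence, 355/460 nm. Measure: % inhibition relative to enzyme controls and enzyme-free blanks.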
EBV gp42 block: inhibitors of Epstein-Barr virus glycoprotein 42. Fluorescence polarization binding assay, mP read-out. AID 1085. Q1HVG2. 220,000 compounds, 0.42% hits. inhibition, % (tested at 21.74 µM); in the data active = inhibition above about 50%
Target sequence (Q1HVG2 whole entry, looked up): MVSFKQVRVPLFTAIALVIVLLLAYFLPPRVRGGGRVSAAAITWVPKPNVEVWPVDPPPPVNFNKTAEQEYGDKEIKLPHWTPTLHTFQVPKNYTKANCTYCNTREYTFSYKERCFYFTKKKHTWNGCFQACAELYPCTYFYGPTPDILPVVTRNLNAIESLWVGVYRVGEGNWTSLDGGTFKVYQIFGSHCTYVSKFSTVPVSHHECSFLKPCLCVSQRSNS
Furin inhibitor: human furin inhibition | P09958 | purified furin, fluorogenic substrate cleavage | inhibition, % at 30 µM | 220,000 compounds, 0.061% hits; in the data active = inhibition above about 25%; also: inactives centre near -15
Target sequence (P09958 108-714 limits assumed): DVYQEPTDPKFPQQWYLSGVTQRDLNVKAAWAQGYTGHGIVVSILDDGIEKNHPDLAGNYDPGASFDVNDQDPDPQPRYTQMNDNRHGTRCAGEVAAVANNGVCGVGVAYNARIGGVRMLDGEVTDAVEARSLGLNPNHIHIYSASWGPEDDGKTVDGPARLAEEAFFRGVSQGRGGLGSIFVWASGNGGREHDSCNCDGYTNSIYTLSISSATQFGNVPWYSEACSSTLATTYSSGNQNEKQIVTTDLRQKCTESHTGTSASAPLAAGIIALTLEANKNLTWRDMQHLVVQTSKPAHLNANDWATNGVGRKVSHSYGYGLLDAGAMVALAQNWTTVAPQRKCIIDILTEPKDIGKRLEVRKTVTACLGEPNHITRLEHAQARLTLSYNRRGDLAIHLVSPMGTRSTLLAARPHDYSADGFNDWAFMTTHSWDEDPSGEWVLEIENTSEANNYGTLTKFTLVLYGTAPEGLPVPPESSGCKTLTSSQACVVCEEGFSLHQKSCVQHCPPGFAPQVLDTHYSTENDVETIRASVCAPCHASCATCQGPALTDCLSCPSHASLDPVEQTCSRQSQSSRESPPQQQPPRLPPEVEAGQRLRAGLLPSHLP
Cl transport mod: modulators of human KCC2 chloride dependent transport. KCC2 cells, thallium flux FluoZin-2 fluorescence. B-score of Tl+ flux slope (higher = more flux/activation; lower = inhibition) at 10 µM. 190,000 compounds, 2.2% hits;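 active = thallium flux slope and its plate-corrected score both differing from the plate sample mean at a set confidence after two filtering rounds, in either direction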;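 also: slope of fluorescence scaled to starting intensity during 10 to 20 s after thallium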
* marks the source's active call; other numbers are inactive results; i = inactive; x = no result given; [ ] = another dose, or the depositor's remark.

SMILES | TRPML3 agonist | TbHK1 inh | zfTRPN1 agonist | PPC-1+TRAIL kill | Calpain2 inh | Thrombin inh | EBV gp42 block | Furin inhibitor | Cl transport mod
C/C(=N\NC(=O)c1ccc(NS(=O)(=O)c2cccs2)cc1)c1ccc2c(c1)OCO2 | -0.1 | -8 | 0.2 | -1 | -14 | -7 | -14 | -31 | 0.29
O=C(COC(=O)c1ccc(F)cc1)Nc1ccccc1N1CCOCC1 | 0.7 | -5 | -0.4 | -1 | -17 | -2 | -6 | -6[20 µM] | -0.19
CCn1c(SCC(=O)c2ccc(C)cc2)nnc1-c1ccncc1 | 1.3 | -3 | 1.8 | 7 | -9 | -7 | -17 | -19[20 µM] | x
Cc1ccc2cc(C#N)c(SCC(=O)N3CCCc4ccccc43)nc2c1C | 0.7 | 4 | -0.5 | 16 | -90 | -4 | -22 | -19[20 µM] | 0.051
Cc1ccc(C2=NN3C(C2)c2ccccc2OC32C(=O)Nc3ccccc32)cc1 (stereo not drawn) | 0.2 | 7 | -0.8 | 4 | -61 | 6 | -15 | -32[20 µM] | -0.098
Cc1ccc2[nH]c(=O)cc(C(=O)OCC(=O)c3ccccc3)c2c1 | -0.5 | -1 | -0.8 | 14 | 0 | 1 | -5 | -27 | -0.64
C(=N\Nc1nncn1/N=C/c1ccco1)/c1ccco1 | 2.2 | -63 | 2.6 | -1 | 11 | -4 | -6 | 7 | 0.05
Cc1ccc(-c2ccc(C)c(N)c2C)c(C)c1N | 0.4 | -6 | 0.5 | -2 | -12 | -3 | -10 | -39 | 0.62
O=C(Nc1cccs1)Nc1ccc(F)cc1F | 0.7 | 1 | 2.6 | 15 | 4 | -7 | -14 | -22 | 0.065
Cn1ccnc1SCC(=O)Nc1cccc([N+](=O)[O-])c1 | -0.2 | -4 | 0.5 | -7 | -2 | 1 | -1 | -12 | 0.0018
Cc1cc(N2CCCC2)ccc1/C=C1/C(=O)N(C)C(=S)N1C | 3.5 | 1 | 4.8 | 14 | 10 | -5 | 11 | -15 | 0.031
FC(F)Oc1ccccc1NC(=S)NCc1ccco1 | 0.6 | 3 | 0.6 | -8 | -5 | 4 | -15 | -14[20 µM] | -0.59
Cc1ccc(CC(=O)c2ccc(Cl)cc2)cc1 | -0.7 | 2 | -2.1 | -9 | 6 | 0 | -12 | -25 | 0.16
COc1ccc(F)cc1S(=O)(=O)NC1CCCCCC1 | 0.5 | -5 | 0.9 | 17 | -36 | -4 | -18 | -20[20 µM] | -0.07
COc1ccccc1CC(=O)Nc1ccc2c(c1)C(=O)NC2=O | -0.1 | -9 | 0.4 | 20 | 11 | 0 | -18 | -9 | -0.15
O=C(Nc1ccc2nc(-c3ccc(Br)o3)[nH]c2c1)c1cccs1 | -1.3 | -42 | 1.4 | 22 | 26 | 3 | -21 | -1 | -2.5
Cc1ccc(CC2S/C(=C(/C#N)C(=O)NCc3ccco3)N(c3ccccc3)C2=O)cc1 (stereo not drawn) | 1.1 | 0 | 1.4 | -16 | 17 | 4 | -22 | -24 | -0.062
CCOC(=O)N1CCc2c(sc3[nH]c(=S)[nH]c(=S)c23)C1 | -1.1 | 1 | -0.8 | 3 | 0 | -2 | -3 | -12 | -1.1
CCCCNC(=O)c1onc(CSc2ccc(F)cc2)c1C(=O)NCCCC | x | -2 | x | 15 | 34 | 2 | -16 | -18 | -0.84
CSc1nc(-c2ccccc2)cn1-c1ccc(NC(C)=O)cc1 | 0.7 | 2 | -0.2 | 15 | -13 | -27 | -2 | -27 | -0.026
CC1CCN(C(=O)c2[nH]cnc2C(=O)N[C@@H](C)C(=O)OC(C)(C)C)CC1 | x | -11 | x | 26 | 2 | -1 | -18 | -7 | -0.88
CC(=O)c1ccc(Sc2ccccc2)cc1 | 0.2 | 3 | 0.1 | 18 | -10 | -9 | -3 | -23[20 µM] | x
Cc1ccc(OCC(=O)NCC(=O)Nc2ccc(F)c(F)c2F)c([N+](=O)[O-])n1 | 0.9 | -5 | 0.2 | -3 | -3 | -8 | -18 | -10 | 0.82
O=c1c(C/C=C/c2ccccc2)c(O)ccn1CCc1c[nH]c2ccccc12 | 0.9 | 2 | -0.1 | 8 | -66 | 4 | -3 | -18 | -2.8
CCCn1c(=O)c2ccccc2n2c(SCCOc3ccccc3)nnc12 | 0.0 | 0 | 0.2 | 1 | 7 | 1 | -9 | -12 | -4.9*
COCCCNC(=S)Nc1ccc2nc3n(c(=O)c2c1)CCCCC3 | 0.8 | -8 | -0.7 | 1 | 15 | -8 | -9 | -22 | 0.28
COc1ccc(Cl)cc1NC(=O)N1CCC(C)CC1 | 0.5 | -2 | -1.6 | -3 | -25 | -11 | 4 | -19 | 0.32
O=C(Cc1cccs1)NCc1ccncc1 | -0.1 | 0 | 0.8 | 3 | 4 | 4 | -44 | -16 | 1
Cc1onc(-c2ccccc2)c1C(=O)N1CCN(C(=O)c2ccco2)CC1 | 0.9 | 6 | -0.1 | 14 | 4 | -1 | -20 | -22[20 µM] | x
COc1ccc(Cn2c(SC)nc3ccccc32)cc1[N+](=O)[O-] | -0.9 | 4 | -1.7 | 1 | -7 | 2 | -20 | -3[20 µM] | x
COC(=O)c1c(-c2cccc(OC)c2)csc1N | 0.1 | 6 | 0.1 | 11 | -7 | -2 | -3 | -26 | 0.46
CCOC(=O)Cc1nc2nc(C)cc(C)n2n1 | 1.1 | 6 | 1.2 | 27 | -5 | 2 | -7 | -12 | -0.81
COc1nc(OC)nc(N2CCC(C(=O)NCc3ccco3)CC2)n1 | 0.6 | -5 | 0.2 | 22 | -13 | 4 | -21 | 1 | -0.51
Cc1ccc(Nc2cc(C)nn2-c2nc(C)cc(C)n2)cc1 | -0.2 | 2 | -1.4 | 6 | -30 | -5 | -4 | -4 | 0.96
O=C(C1CCCCC1)N1CCC(c2nc3c(nnn3Cc3c(F)cccc3Cl)c(=O)[nH]2)CC1 | 0.4 | -2 | -0.6 | -8 | 17 | 2 | -2 | -17[20 µM] | -1.9
CCOC(=O)CCNC(=O)N1CCCC(C(=O)c2cccc(Cl)c2)C1 (stereo not drawn) | 0.4 | -7 | -2.6 | 2 | -23 | 0 | -6 | -26 | 1.6
Cc1ccc(=O)n(C(C(=O)NCc2ccco2)C(=O)c2ccc(F)cc2)c1 (stereo not drawn) | 0.1 | -1 | 0.1 | 23 | 6 | 3 | -18 | -5 | 0.16
Cc1cc2oc(=O)cc(CN3CCc4ccccc43)c2cc1Cl | -0.2 | 4 | -0.1 | 5 | -54 | -3 | -28 | -3 | x
Cc1[nH]c(=O)[nH]c(=O)c1CSCC(=O)OCC(=O)Nc1ccccn1 | 0.6 | -15 | 2.3 | 13 | -8 | -7 | 51* | -22 | 0.031
Cc1ccc(C(=O)NCC(=O)N2CCN(c3ncccn3)CC2)s1 | 0.9 | 2 | -0.4 | 17 | 0 | -3 | -10 | -10[20 µM] | -0.24
COc1cccc(Oc2cnc(N)nc2-c2ccc(OC)cc2O)c1 | -1.3 | -20 | -2.7 | 7 | -1 | 3 | -23 | 3[20 µM] | 0.029
Cc1cccc(NC(=S)N2CCC(c3nc4ccccc4s3)CC2)c1 | 0.4 | -2 | -0.3 | 10 | 22 | -7 | 8 | -14 | -0.97
CCNc1cccc2c1C(=O)N(C)C2=O | 1.8 | -5 | 1.2 | -8 | -17 | 7 | 160* | -15 | i
COc1ccccc1OCCNC(=O)C1CCCCC1 | -0.2 | 11 | -0.6 | 11 | 20 | 4 | -2 | -20 | -0.016
O=C(COC(=O)c1ccc(Cl)s1)c1ccc[nH]1 | 0.7 | -9 | 1.2 | 0 | 4 | -6 | -1 | -23 | -1.1
C=C(C)CNC(=S)N/N=C(\C)c1ccc(OC)cc1 | 0.5 | -8 | -1.5 | 1 | 8 | -12 | 9 | -5 | 3.4
CCOC(=O)c1c(C=O)c2sc(C)cc2n1C | -0.7 | -17 | -1.8 | 2 | -250 | 4 | -13 | -11 | -1.3
Cc1ccc(C)n1-c1ccc(C(=O)NCc2ccncc2)cc1 | 0.2 | -4 | -0.2 | -1 | 14 | -5 | 5 | -28 | -0.6
Cc1ccc(C)c(NC(=O)c2ccccc2NC(=O)C2CCCO2)c1 (stereo not drawn) | -0.1 | -1 | -0.7 | 22 | -9 | -5 | -9 | -18 | -1.1
O=C(NCc1ccccn1)Nc1ccccc1 | 0.5 | 1 | 1.3 | x | -32 | 10 | -20 | -32 | 0.96

12 consecutive records out of the list so far, for reference:
SMILES | TRPML3 agonist | TbHK1 inh | zfTRPN1 agonist | PPC-1+TRAIL kill | Calpain2 inh | Thrombin inh | EBV gp42 block | Furin inhibitor | Cl transport mod
C/C(=N\NC(=O)c1ccc(NS(=O)(=O)c2cccs2)cc1)c1ccc2c(c1)OCO2 | -0.1 | -8 | 0.2 | -1 | -14 | -7 | -14 | -31 | 0.29
O=C(COC(=O)c1ccc(F)cc1)Nc1ccccc1N1CCOCC1 | 0.7 | -5 | -0.4 | -1 | -17 | -2 | -6 | -6[20 µM] | -0.19
CCn1c(SCC(=O)c2ccc(C)cc2)nnc1-c1ccncc1 | 1.3 | -3 | 1.8 | 7 | -9 | -7 | -17 | -19[20 µM] | x
Cc1ccc2cc(C#N)c(SCC(=O)N3CCCc4ccccc43)nc2c1C | 0.7 | 4 | -0.5 | 16 | -90 | -4 | -22 | -19[20 µM] | 0.051
Cc1ccc(C2=NN3C(C2)c2ccccc2OC32C(=O)Nc3ccccc32)cc1 (stereo not drawn) | 0.2 | 7 | -0.8 | 4 | -61 | 6 | -15 | -32[20 µM] | -0.098
Cc1ccc2[nH]c(=O)cc(C(=O)OCC(=O)c3ccccc3)c2c1 | -0.5 | -1 | -0.8 | 14 | 0 | 1 | -5 | -27 | -0.64
C(=N\Nc1nncn1/N=C/c1ccco1)/c1ccco1 | 2.2 | -63 | 2.6 | -1 | 11 | -4 | -6 | 7 | 0.05
Cc1ccc(-c2ccc(C)c(N)c2C)c(C)c1N | 0.4 | -6 | 0.5 | -2 | -12 | -3 | -10 | -39 | 0.62
O=C(Nc1cccs1)Nc1ccc(F)cc1F | 0.7 | 1 | 2.6 | 15 | 4 | -7 | -14 | -22 | 0.065
Cn1ccnc1SCC(=O)Nc1cccc([N+](=O)[O-])c1 | -0.2 | -4 | 0.5 | -7 | -2 | 1 | -1 | -12 | 0.0018
Cc1cc(N2CCCC2)ccc1/C=C1/C(=O)N(C)C(=S)N1C | 3.5 | 1 | 4.8 | 14 | 10 | -5 | 11 | -15 | 0.031
FC(F)Oc1ccccc1NC(=S)NCc1ccco1 | 0.6 | 3 | 0.6 | -8 | -5 | 4 | -15 | -14[20 µM] | -0.59

High-throughput results: PubChem, several laboratories
